Screening results as filed in PubChem.
CFTR F508del cor – F508del CFTR correction, initial screen, CFBE line, single point; 350,000 tested, 0.36% active; CFBE cells, YFP halide quenching; stimulated with forskolin plus potentiator P3; % fluorescence drop versus neutral controls; AID 720511, 2013; activity (quench increase), % at 7.58 µM;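 active = mean added fluorescence quench of at least 8% versus neutral control, with both replicates also reaching 8%; inconclusive = only one of the mean or replicate conditions met; inactive = mean below 8% and not both replicates reaching 8%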;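 note: cells transiently co-express mutant CFTR-F508del with the halide-sensitive YFP; corrector assay measuring rescue of mutant channel to the surface after 24 h compound exposure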
Casp6 inh – human caspase-6 inhibitors, primary screen, biochemical, VEID-R110 fluorescence, single point, set 2 | P55212 | purified caspase-6, Z-VEID-R110 cleavage fluorescence | inhibition, % at 12.5 µM | 350,000 tested, 0.53% active;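 active = mean inhibition across replicates at least about 35%, with every replicate also reaching that limit, limit read from the data; inconclusive = only one of the two criteria met; inactive = neither criterion met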;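 note: 0% = median of neutral control wells and 100% = no fluorescence left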
Target sequence (P55212 24-179 limits assumed): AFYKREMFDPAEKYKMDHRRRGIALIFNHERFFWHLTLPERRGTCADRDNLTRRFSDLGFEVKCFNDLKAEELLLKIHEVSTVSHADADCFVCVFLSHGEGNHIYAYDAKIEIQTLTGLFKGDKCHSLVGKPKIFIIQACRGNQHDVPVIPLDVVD
Target sequence (P55212 194-293 limits assumed): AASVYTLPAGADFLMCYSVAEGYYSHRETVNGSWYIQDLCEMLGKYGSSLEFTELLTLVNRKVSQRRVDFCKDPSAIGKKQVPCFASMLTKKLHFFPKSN
ERAP1 inh – human ERAP1 aminopeptidase inhibitors, primary screen, biochemical, single point, plate reader. 340,000 tested, 0.15% active. Endoplasmic reticulum aminopeptidase 1 (Homo sapiens), Q9NZ08. AID 652197, 2013. inhibition, % at 10.7 µM. recombinant ERAP1, Leu-AMC fluorescence, 60 min;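 active = mean replicate inhibition of at least 30%, or all replicates individually reaching that 30% level; inactive = mean below 30% and not every replicate reaching it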;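 note: 0% = neutral control wells and 100% = L-leucinethiol positive control wells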
DENV2 CPE rescue – inhibitors of DENV2 cytopathic effect, primary screen, cell-based, plate reader, single concentration. DENV2-infected cells, cytopathic effect rescue. CPE inhibition, % at 9.99 µM. 350,000 tested, 1.7% active. AID 651640, 2012; in the data active = CPE inhibition above about 20%, passing the limit was not always enough; inconclusive = no clear call, values can overlap the other calls; tested in BHK-21 cells;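 note: 0% = median of neutral control wells and 100% = median of positive control wells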
ERp5 inh – inhibitors of ERp5-driven insulin aggregation, primary screen, biochemical, turbidity, absorbance 650 nm, single point; Protein disulfide-isomerase A6 (Homo sapiens), Q15084; 90 min; inhibition, % at 9.99 µM; 350,000 tested, 0.05% active;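 active = mean replicate inhibition above about 25%, with every replicate also reaching it, limit read from the data, passing the limit was not always enough; inconclusive = only one of those two criteria met; inactive = neither criterion met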
Target sequence (Q15084 whole entry, looked up): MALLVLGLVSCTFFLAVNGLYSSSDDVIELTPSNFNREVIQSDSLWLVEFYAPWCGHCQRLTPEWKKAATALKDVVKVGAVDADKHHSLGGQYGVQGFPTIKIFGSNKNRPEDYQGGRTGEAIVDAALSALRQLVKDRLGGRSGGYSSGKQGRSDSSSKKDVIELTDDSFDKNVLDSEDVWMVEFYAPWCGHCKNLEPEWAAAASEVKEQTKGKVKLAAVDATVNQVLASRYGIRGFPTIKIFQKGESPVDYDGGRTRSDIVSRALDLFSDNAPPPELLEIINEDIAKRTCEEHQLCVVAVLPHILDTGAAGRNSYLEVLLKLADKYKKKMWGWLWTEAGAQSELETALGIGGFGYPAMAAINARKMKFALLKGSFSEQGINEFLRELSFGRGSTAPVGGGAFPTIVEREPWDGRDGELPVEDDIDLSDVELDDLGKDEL
miR122 inh – miR-122 Renilla sensor signal increase in Huh7, primary screen, miR-122 inhibitor project, cell-based, single point, plate reader; Huh7 miR-122 Renilla luciferase sensor, 48 h; neutral wells = 0, positive control = 100; activation (reporter increase), % at 12.5 µM; 340,000 tested, 0.3% active; AID 602342, 2012;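 active = mean replicate activation score at least 90 and every replicate individually at or above 90; inconclusive = only one of the two criteria met; inactive = neither criterion met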;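 note: higher luciferase means less miR-122 activity so hits act as miR-122 inhibitors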
SIRT5 inh – SIRT5 desuccinylase inhibitors, primary screen, biochemical, fluorescence imaging, single point, set 5. 330,000 tested, 1.1% active. NAD-dependent protein deacylase sirtuin-5, mitochondrial (Homo sapiens), Q9NXA8. Purified SirT5, succinyl-peptide AMC, trypsin-coupled fluorescence. inhibition, % at 15 µM. AID 652115, 2013; in the data active = inhibition above about 15%; inconclusive = no clear call, values can overlap the other calls
Target sequence (Q9NXA8 whole entry, looked up): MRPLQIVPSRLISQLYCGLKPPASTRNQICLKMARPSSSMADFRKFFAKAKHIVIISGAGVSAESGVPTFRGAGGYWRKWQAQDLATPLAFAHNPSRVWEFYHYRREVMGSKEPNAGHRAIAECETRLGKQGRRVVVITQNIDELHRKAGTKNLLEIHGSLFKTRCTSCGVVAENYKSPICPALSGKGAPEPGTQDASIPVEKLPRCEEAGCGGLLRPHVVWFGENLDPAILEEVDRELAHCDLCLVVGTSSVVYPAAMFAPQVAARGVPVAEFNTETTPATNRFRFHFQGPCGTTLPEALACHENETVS
* marks the source's active call; other numbers are inactive results; ? = inconclusive; nt = no result given; & = joins results of further samples; [ ] = dose if it differs, or a comment.

The opening 2 records (preview)
SMILES	CFTR F508del cor	Casp6 inh	ERAP1 inh	DENV2 CPE rescue	ERp5 inh	miR122 inh	SIRT5 inh
COc1ccc(C[C@@H]2CCc3cnnn3COC[C@H](CC(C)C)NC2=O)cc1	nt	5	2	6	5	nt	3
N#C[C@@H]1[C@H](c2ccc(C#CC3CCCC3)cc2)[C@H](CO)N1S(=O)(=O)c1ccccc1	2.1	0	3	3	-2	nt	2

The list itself, previewed entries included:
SMILES	CFTR F508del cor	Casp6 inh	ERAP1 inh	DENV2 CPE rescue	ERp5 inh	miR122 inh	SIRT5 inh
COc1ccc(C[C@@H]2CCc3cnnn3COC[C@H](CC(C)C)NC2=O)cc1	nt	5	2	6	5	nt	3
N#C[C@@H]1[C@H](c2ccc(C#CC3CCCC3)cc2)[C@H](CO)N1S(=O)(=O)c1ccccc1	2.1	0	3	3	-2	nt	2
O=C(NCCCn1ccnc1)c1ccc(Cl)cc1[N+](=O)[O-]	4.1	-10	-1	0	3	nt	-1
CCCNC(=O)N(C)C[C@H]1Oc2cc(-c3cccnc3)ccc2S(=O)(=O)N([C@@H](C)CO)C[C@H]1C	1.7	-2	1	-5	0	-7[16.7 µM]	0
COc1cccc(C(=O)Nc2ccc3c(c2)C(=O)N(C)C[C@H](OC)[C@@H](C)CN(CC2CC2)[C@@H](C)CO3)c1	-1.7	-2	-1	-9	-1	nt	8
CC(C)CC#Cc1cnc2c(c1)C(=O)N([C@H](C)CO)C[C@H](C)[C@H](CN(C)S(=O)(=O)c1cn(C)cn1)O2	-1.9	-2	0	-2	-5	-8[16.7 µM]	-8
C[C@H]1CN([C@@H](C)CO)C(=O)c2cc(/C=C/c3ccccc3)cnc2O[C@H]1CN(C)C(=O)c1ccccc1	1.4	0	-2	2	2	-7[16.7 µM]	-14
COc1ccc(Cl)cc1S(=O)(=O)n1c([N+](=O)[O-])cnc1C	-2.0	0	2	-1	-1	-3	3
CC(=O)N(C)C[C@@H]1Oc2ncc(C#Cc3ccccc3F)cc2C(=O)N([C@@H](C)CO)C[C@H]1C	1.5	-40	1	14	4	13[16.7 µM]	-1
COCC(=O)N[C@@H]1CC[C@@H](CC(=O)N2CCCCC2)O[C@H]1CO	0.9	-3	-1	1	-6	-5[16.7 µM]	-8
C[C@H]1CCCCO[C@@H](CN(C)CC2CCCCC2)[C@@H](C)CN([C@@H](C)CO)C(=O)c2cc(NS(=O)(=O)c3cn(C)cn3)ccc2O1	-2.5	-2	-1	-4	3	16[16.7 µM]	-4
Cc1ccc(S(=O)(=O)Nc2ccc3c(c2)CC(=O)N([C@H](C)CO)C[C@H](C)[C@@H](CN(C)S(=O)(=O)c2c(C)noc2C)O3)cc1	1.8	-1	-1	-4	1	-7[16.7 µM]	16*
COc1ccc(N2C(=O)c3[nH]nc(-c4ccccc4)c3C2c2ccc(F)cc2)cc1 (stereo not given)	0.9	-2	1	?	5	nt	0
COc1ccccc1-c1ncn(Cc2cccc(-c3ccccc3)c2)c1CC(C)C	3.9	0	-2	6	-5	nt	9
N#CCC(=O)N/N=C/c1cc(-c2ccccc2)n(-c2ccc(Cl)cc2)c1-c1ccccc1	4.8	0	1	9	-2	nt	-8
O=C1NC(=S)NC1=Cc1ccc(Cl)cc1Cl	-5.7	2	1	-11	-7	0	nt
COc1cccc(NC(=O)N(C)C[C@@H]2Oc3ncc(C#Cc4cccnc4)cc3C(=O)N([C@H](C)CO)C[C@H]2C)c1	0.3	-3	-1	4	1	-3[16.7 µM]	4
Cc1noc(C)c1NC(=O)N(C)C[C@@H]1Oc2ncc(C#CC3CCCCC3)cc2C(=O)N([C@@H](C)CO)C[C@@H]1C	-2.3	-3	1	2	12	-14[16.7 µM]	-1
O=C(Nc1ccc2c(c1)[C@H]1C[C@H](CC(=O)N3CCOCC3)O[C@H](CO)[C@H]1O2)Nc1ccccc1F	-0.5	5	-2	2	-1	-4[16.7 µM]	0
O=C(NCc1ccccc1)c1nc2ccccc2s1	-2.3	-1	-4	6	2	0	-3
C[C@H](CO)N1C[C@H](C)[C@H](CN(C)C(=O)CN(C)C)Oc2ncc(-c3ccc(C(=O)N(C)C)cc3)cc2C1=O	0.4	-1	-1	9	2	1[16.7 µM]	2
CCn1c2ccccc2c2cc(NC(=O)C(=O)N3CCOCC3)ccc21	-0.8	nt	0	6	0	6	-3
C[C@@H]1CN([C@@H](C)CO)C(=O)CCCn2nncc2CO[C@H]1CN(C)S(=O)(=O)c1cccs1	-3.2&2.8	-3&-2	5&-2	5&-2	-5&-5	-3	0&0
CCOC(=O)Cc1nn(Cc2ccc(Cl)cc2)c(=O)c2ccccc12	0.3	-3	1	3	-5	-2	3
CCC1CCc2sc(C(=O)N3CCN(c4ccccn4)CC3)cc2C1 (stereo not given)	-6.9	3	-1	2	4	-9	-6
COc1cccc(-c2cc(C(F)(F)F)n3nc(C(=O)N4CCCCC4c4cccnc4)cc3n2)c1 (stereo not given)	5.5	2	2	-3	1	-9	6
Cc1cc(Nc2cccc(Cl)c2)c2ccccc2n1	-2.0	-2	-1	-1	1	-1	-1
CC(=O)O[C@@]1(C)C[C@@H](O)[C@]2(O)C=CO[C@@H](O[C@@H]3O[C@H](CO)[C@@H](O)[C@H](O)[C@H]3O)[C@@H]21	2.3	2	-2	nt	2	0	nt
COc1ccc(C(=O)Nc2ccc(Br)cc2F)cc1S(=O)(=O)N1CCCC1	-3.9	2	4	5	1	-5	-1
CCCc1cc2c(cc1NC(=O)c1ccco1)OCO2	-1.2	-2	nt	1	3	nt	2
COc1ccc(C(=O)CC(=O)Nc2ccc([N+](=O)[O-])cc2)cc1	-6.2	-2	-1	-16	-1	-1	-2
C[C@@H]1CN([C@@H](C)CO)C(=O)Cc2cc(NS(C)(=O)=O)ccc2O[C@H]1CN(C)S(=O)(=O)c1ccccc1	-3.1	1	3	-11	-5	6[16.7 µM]	-1
C[C@@H]1CN([C@@H](C)CO)S(=O)(=O)c2ccc(C#Cc3ccc(F)cc3)cc2O[C@H]1CN(C)C(=O)CN(C)C	-7.7	3	-3	-4	2	9[16.7 µM]	1
CN1C/C(=C/c2ccncc2)C(=O)/C(=C/c2ccncc2)C1	-1.1	nt	-3	-1	1	0	-5
CCC(=O)N1[C@@H]2c3ccc(-c4ccncc4)c(=O)n3C[C@H]1[C@H](CO)[C@H]2C(=O)N1CCc2ccccc2C1	0.2	0	3	2	1	-5[16.7 µM]	-67
Cc1oc2c(cc(NS(=O)(=O)c3ccc(Cl)cc3)c3ccccc32)c1C(=O)O	-1.2	13	-2	-11	-15	nt	0
Cc1c(C(=O)NCCC2=CCCCC2)sc2ncnc(N3CCCCC3C)c12 (stereo not given)	1.0	nt	-1	0	5	nt	-4
O=C(Nc1nccs1)c1ccc(S(=O)(=O)N2CCOCC2)cc1	-2.6	0	-1	0	7	nt	1
Cc1ccccc1C(=O)NC1CCN(C(=O)Nc2ccccc2Cl)CC1	-0.1	0	0	4	4	nt	-5
CC(C)C#Cc1ccc([C@H]2[C@@H](CO)N3C(=O)CN(C(=O)Cc4ccccc4)C[C@H]23)cc1	-0.6	-1	0	-10	2	nt	0
COc1ccc(NC(=O)CCC(=O)c2cc(C)sc2C)cc1	-2.1	-2	-5	2	5	-7	0
COCCNC(=O)C1(C)CCCN(Cc2ccc(Oc3ccccc3)cc2)C1 (stereo not given)	-0.3	0	-5	-13	2	1	0
CC[C@H](C)Cc1cn([C@@H](CCCN=C(N)N)C(=O)NCCCCCCCCCCC(=O)N2CCNCC2)nn1	-1.6	-41	2	-13	0	nt	-3
CCN(CC)C(=S)SCC(=O)c1ccc(Br)cc1	-2.9	3	0	1	2	-1	-5
Cc1cccc(NC(=O)c2cc3ccccc3c(=O)o2)n1	-0.2	5	1	1	-44	5	-3
CCC(=O)NC(c1ccccc1)c1c(OC(C)=O)ccc2ccccc12 (stereo not given)	-3.2	4	-1	1	-3	2	-3
C/C(=N\NC(=O)c1nnn(-c2nonc2N)c1CN1CCC(C)CC1)c1cccc(Br)c1	1.5	-1	0	?	0	12	-1
CC(C)(C)OC(=O)N1CCC(NC(=O)c2[nH]cnc2C(=O)Nc2ccc(Cl)cc2)CC1	-0.5	-3	-2	-10	-1	-2	-1
COCC#Cc1ccc([C@@H]2[C@H]3CN(C(=O)C4CCCC4)CC(=O)N3[C@H]2CO)cc1	-0.1	0	1	?	-9	nt	9
Cc1ccc(OCC(=O)Nc2ccc(S(=O)(=O)N(C)C3CCN(C)CC3)cc2)c(C)c1	2.4	-12	90*	-4	-8	-8	-2
Cc1ccc(S(=O)(=O)Nc2ccc3c(c2)C(=O)N([C@H](C)CO)C[C@H](C)[C@@H](CN(C)C(=O)Cc2ccccc2)OCCCC[C@@H](C)O3)cc1	-3.0	1	3	5	-3	12[16.7 µM]	4
O=C(CSc1nnc(CNC(=O)c2ccco2)o1)Nc1ccc(Cl)cc1	0.5	-7	3	1	-8	-1	3
Cc1cccc(N2CCN(C(=O)COCc3cc(-c4ccc5c(c4)OCO5)on3)CC2)c1C	-4.8	1	-3	2	3	nt	2
C[C@H]1CN([C@@H](C)CO)C(=O)c2cc(NC(=O)C3CCCCC3)ccc2O[C@@H]1CN(C)C(=O)NC1CCCCC1	1.4	-4	6	3	-3	1[16.7 µM]	-1
CCCn1c(=O)[nH]c(=O)c2[nH]cnc21	1.3	-3	-2	-2	-3	3	-4
CCCCNc1c(N)n(CCC)c(=O)[nH]c1=O	1.3	2	12	nt	4	nt	-4
O=C(C[C@H]1CC[C@@H]2[C@H](COC[C@H](O)CN2S(=O)(=O)c2ccc(F)cc2)O1)NCC1CCCCC1	4.9	-11	-3	-4	5	0[16.7 µM]	8
CC=Cc1ccc2n(c1=O)C[C@H]1[C@H](CO)[C@@H](C(=O)N(C)C)N(C(=O)CC3CC3)[C@@H]21 (mixture of isomers)	-5.7	-1	-1	-8	4	-4[16.7 µM]	-5
Cc1cc(NC(=O)CSc2nnc(Cc3cccn3C)n2CCc2ccccc2)no1	-0.1	2	0	?	3	-4	-3
CC(=O)N(C)C[C@H]1Oc2ncc(C#C[C@H](C)O)cc2C(=O)N([C@H](C)CO)C[C@@H]1C	0.4	1	-4	-1	-2	3[16.7 µM]	10

(further entries)
SMILES	CFTR F508del cor	Casp6 inh	ERAP1 inh	DENV2 CPE rescue	ERp5 inh	miR122 inh	SIRT5 inh
COc1ccccc1-c1cccc([C@@H]2C[C@H]3[C@H](CON3C)CN2Cc2cc(Cl)cc(Cl)c2)c1	5.0	-5	nt	1	5	-3	-5
C[C@H]1CN([C@@H](C)CO)S(=O)(=O)c2ccc(C#CC3CCCCC3)cc2O[C@@H]1CN(C)C(=O)Cc1ccncc1	2.3	0	2	-5	-1	2[16.7 µM]	2
COC(=O)c1ccc(COc2cc(C)ccc2C)o1	-0.3	1	-3	1	1	-2	0
O=C1C=CC(=O)N1c1ccccc1N1C(=O)C=CC1=O	-3.6	-2	58*	2	11	31	-1
COc1ccc(C2/C=C\CN(C(=O)C3CCCC3)CC(=O)N2Cc2ccc(F)cc2)cc1 (stereo not given)	-0.1	-4	-2	-10	-1	4	-2
Cc1cc(C(=O)N/N=C/C=C/c2ccccc2)c(C)o1	-3.6	0	0	13	-6	nt	-3
COc1ccccc1-c1cc(-c2ccccc2)nc(SCC(=O)O)c1C#N	-4.6	3	42*	0	-6	2	-1
NS(=O)(=O)c1ccc(CNC(=O)Cn2nc(C(F)F)cc2C(F)F)cc1	2.8	1	1	-3	-2	7	-1
CCOc1ccc(OCC(=O)NCCS(=O)(=O)N2CCN(c3ccccc3)CC2)cc1	-3.2	0	1	7	-3	16	3
